Screens deposited in PubChem BioAssay by Vanderbilt High Throughput Screening Facility.
Cav32 inh – inhibitors of human Cav3.2 T-type calcium channel | B-score at 10 µM | Cav3.2-expressing cells, Fluo-4 calcium fluorescence FDSS; hits give low values | actives 4% (n = 100,000) | O95180;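 active means single-dose well whose peak fluorescence ratio is a statistical outlier from its plate by either plate-standardised score or position-corrected B-score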
* hit, by the source's call. A portion of the library (hit frequency here may not be typical).

SMILES | Cav32 inh
Cc1cccc(C)c1NC(=O)N1CCC(c2nc3ccccc3o2)CC1 | -3.2
Cc1ccc(S(=O)(=O)N2CCN(C)CC2)c(C)c1 | -0.59
CCOc1ccc(C2C(C#N)=C(N)SC(N)=C2C#N)cc1OC | -0.15
Cc1ccc(NC(=O)C[n+]2ccccc2)cc1[N+](=O)[O-] | -0.7
Cc1cc2c(c(=O)o1)C(C(C)C)C(C#N)=C(N)O2 (stereo unspecified) | 0.0058
Cc1nnc(NC(=O)CCC(=O)NCc2ccco2)s1 | 0.021
CCC1CCCCN1CCNC(=O)C1CCN(S(=O)(=O)c2c(C)noc2C)CC1 (stereo unspecified) | -1.1
CCOC(=O)N1CCN(c2c(NCCc3ccc(OC)c(OC)c3)c(=O)c2=O)CC1 | 0.44
CN1CCN(C2=C(Cl)C(=O)N(c3ccc(Cl)cc3)C2=O)CC1 | -0.32
Cc1nc2ccc3nc(NC(=O)c4ccco4)sc3c2s1 | 2.2

Structural class, the entries above containing nitrogen in an aromatic ring.
SMILES | Cav32 inh
Cc1cccc(C)c1NC(=O)N1CCC(c2nc3ccccc3o2)CC1 | -3.2
Cc1ccc(NC(=O)C[n+]2ccccc2)cc1[N+](=O)[O-] | -0.7
Cc1nnc(NC(=O)CCC(=O)NCc2ccco2)s1 | 0.021
CCC1CCCCN1CCNC(=O)C1CCN(S(=O)(=O)c2c(C)noc2C)CC1 (stereo unspecified) | -1.1
Cc1nc2ccc3nc(NC(=O)c4ccco4)sc3c2s1 | 2.2

The listing continues.
SMILES | Cav32 inh
O=C(Nc1ccon1)c1cccc(S(=O)(=O)N2CCCC2)c1 | -1.2
COCCn1c(SCC(=O)Nc2ccccc2)nc2c1c(=O)[nH]c(=O)n2C | 0.095
O=C(O)CC(NC(=O)c1ccccc1NC(=O)c1ccccc1)C(=O)O (stereo unspecified) | 0.084
O=C(c1cccs1)N1CCCC(c2ccccc2)C1 (stereo unspecified) | -0.76
C=CCSc1nnc(-c2cc3c(C(F)(F)F)nn(C)c3s2)n1C | -0.52
Cc1nc(C)n(CC(O)COc2ccc3cc(Br)ccc3c2)n1 (stereo unspecified) | 0.18
COc1ccc(C(=O)OCC(=O)Nc2cc(C)on2)cc1S(=O)(=O)N1CCOCC1 | 0.56
CCOC(=O)c1[nH]c(C)c(C(=O)O)c1C | 0.0072
Cc1ccc(C)c(OCC(=O)NCCNC(=O)COc2cc(C)ccc2C)c1 | -0.33
NC(=O)CSc1oc(-c2ccc(F)cc2)nc1S(=O)(=O)c1ccccc1 | 0.34

Sorted by heavy-atom count (smallest number first): part of the list above.
SMILES | Cav32 inh
CCOC(=O)c1[nH]c(C)c(C(=O)O)c1C | 0.0072
O=C(c1cccs1)N1CCCC(c2ccccc2)C1 (stereo unspecified) | -0.76
Cc1nc(C)n(CC(O)COc2ccc3cc(Br)ccc3c2)n1 (stereo unspecified) | 0.18
Cc1ccc(C)c(OCC(=O)NCCNC(=O)COc2cc(C)ccc2C)c1 | -0.33

Next entries
SMILES | Cav32 inh
CSc1nsc(/C=C/Nc2cccc(Cl)c2)c1C#N | -0.021
OCCOCCNc1ncnc2sc(-c3ccccc3)cc12 | 1.9
CCOC(=O)N1CCN(S(=O)(=O)c2cc(C)c(C)cc2C)CC1 | -0.0029
C[C@@H]1C[C@H](Nc2ccccc2)c2ccccc2N1C(=O)c1cccnc1 | -0.72
O=C(NCc1ccc(F)cc1)C1CCCN(S(=O)(=O)c2cccnc2)C1 (stereo unspecified) | 0.97
O=CN1CCN(C2CC(=O)N(c3ccc4c(c3)OCO4)C2=O)CC1 (stereo unspecified) | 1.1
c1ccc2cc(OCCN3CCCC3)ccc2c1 | 0.64
Fc1ccc(-c2nnc(Cc3nnc(-c4ccc(F)cc4)o3)o2)cc1 | -0.81
CCOC(=O)C1=C(SCC)c2cc3c(n2C1=O)CCCC3 | -1.1
Cc1ccc2c(c1)NCCO2 | 0.72

As entered above:
For Cav32 inh, c1ccc2cc(OCCN3CCCC3)ccc2c1 has the entry 0.64
For Cav32 inh, OCCOCCNc1ncnc2sc(-c3ccccc3)cc12 has the entry 1.9

(more compounds)
SMILES | Cav32 inh
CCOc1ccc2nnnn2n1 | -0.42
COc1cccc(C(=O)OCc2ccccc2C#N)c1O | -1.7
COc1ccc(C(c2c(C)[nH]n(C(N)=S)c2=O)C(C#N)C#N)cc1 (stereo unspecified) | 1.5
CN(C(=O)c1cccc(C#N)c1)c1nnc(-c2ccccn2)s1 | -0.19
C=CCOc1c(Br)cc(CNc2nccs2)cc1OC | -7.9*
O=c1c2c3c(sc2ncn1/N=C/c1ccco1)CCCC3 | -1.4
CCOC(=O)CN1N=C(/C=C/c2ccc(OC)cc2)CCC1=O | 0.5
COc1ccc(NC(=S)NCC2CCCO2)c(OC)c1 (stereo unspecified) | 0.34
COc1cccc(C(C(=O)NC2CCCC2)N(Cc2ccccc2OC)C(=O)c2ccco2)c1 (stereo unspecified) | -1.7
O=C(O)COc1ccccc1C1C2C(=O)N(c3ccccc3)C(=O)C2ON1c1ccccc1 (stereo unspecified) | 0.038
O=C(Cn1cc(C(=O)c2cccs2)c2ccccc21)NC1CCCCC1 | -1.1
COc1ccc(S(=O)(=O)N(C)CC(=O)Nc2ccc(F)cc2)cc1 | -0.039
N#CC(=C=[N-])c1nc2ccccc2nc1-[n+]1ccccc1 | 0.27
Cc1cc(C)n(C(=O)CCCCCCCCC(=O)n2nc(C)cc2C)n1 | -0.66
CN(C)CCNc1oc(-c2ccccc2F)nc1C#N | 0.5
CC(C)Cn1c2ccccc2c2cc(C(=O)O)ccc21 | 0.77
CCOC(=O)c1[nH]c(C)c(C(=O)Nc2ccc(C)c(F)c2)c1C | -0.9
CN1CCNC(=O)C1CC(=O)O (stereo unspecified) | -0.005
Cc1ccc(-c2c3c(=O)n(C)c(=O)n(C)c3cn2CCCN2CCOCC2)cc1 | 1.2
Cc1cc(C(=O)CSc2nncs2)c(C)n1-c1ccc2c(c1)OCO2 | -1.4
C/C(Cn1nnc([N+](=O)[O-])n1)=N\NC(=O)c1ccccc1 | -2.7
CN(Cc1ccccc1)C(=O)CN(Cc1ccccc1)S(C)(=O)=O | 0.74
CCOc1ccc(CC(=O)NNC(=S)Nc2ccccc2)cc1Br | -7.4*
CCOC(=O)/C(=C\c1cccnc1)C(=O)c1cc(C(C)=O)c(Nc2ccccc2)s1 | 4.1*
Cc1c(NC(=O)COC(=O)C2CC3C=CC2C3)c(=O)n(-c2ccccc2)n1C (stereo unspecified) | 0.32
Cc1cccc(N(C(=O)C(F)(F)F)C(C(=O)NC2CCCCC2)c2cccs2)c1 (stereo unspecified) | 0.88
CCOC(=O)c1c(NC(=O)Cc2cccs2)sc(C(=O)NC2CCCCC2)c1C | 0.055
CCO[C@@H]1OC(C(=O)NCc2ccccc2)=C[C@H](c2ccc(C(F)(F)F)cc2)[C@H]1CCCO | -2.8
O=C(CCN1C(=O)COc2ccccc21)N1CCN(c2ccccn2)CC1 | -1.9
COC(=O)C(C)Sc1ccc2nnc(-c3ccc(F)cc3)n2n1 (stereo unspecified) | 1.8

Looked up by compound from above (7):
SMILES | Cav32 inh
CCOC(=O)c1[nH]c(C)c(C(=O)O)c1C | 0.0072
C/C(Cn1nnc([N+](=O)[O-])n1)=N\NC(=O)c1ccccc1 | -2.7
c1ccc2cc(OCCN3CCCC3)ccc2c1 | 0.64
N#CC(=C=[N-])c1nc2ccccc2nc1-[n+]1ccccc1 | 0.27
CCOC(=O)N1CCN(S(=O)(=O)c2cc(C)c(C)cc2C)CC1 | -0.0029
COCCn1c(SCC(=O)Nc2ccccc2)nc2c1c(=O)[nH]c(=O)n2C | 0.095
O=C(NCc1ccc(F)cc1)C1CCCN(S(=O)(=O)c2cccnc2)C1 (stereo unspecified) | 0.97

The listing continues:
SMILES | Cav32 inh
CCOC(=O)c1cnn(-c2nc(-c3ccccc3F)cs2)c1C(F)(F)F | -0.8
O=C(COc1ccc(S(=O)(=O)N2CCCC2)cc1)NCc1ccco1 | 1.3
O=C(NCc1ccoc1)c1ccc(NC(=O)c2ccccc2Cl)cc1 | 0.022
CCOC(=O)c1[nH]c2ccc(F)cc2c1NC(=O)CCN1CCSCC1 | 0.73
O=C(NCCCN1CCCC1=O)c1ccc2c(c1)OCO2 | 1.3
Cc1ccccc1OCc1nc2ccccc2c(=O)n1/N=C/c1ccco1 | -1.9
Cc1cccc(-n2c(N)cc(=O)nc2SCC(=O)NC2CCCCC2)c1 | 0.26
CCCCc1c(O)nc(SCC(=O)c2ccccc2)[nH]c1=O | -1.3
N#C/C(=C(/O)c1ccco1)c1nc2ccccc2s1 | -2.7
O=C(Oc1ccc(Br)cc1)c1cncc(Br)c1 | 0.0022
COC(=O)c1[nH]c2cc(OC)ccc2c1NC(=O)CCN1CCCC(C)(C)C1 | 0.82
Nn1cc(-c2ccccc2)nc1SCC(=O)NC1CCS(=O)(=O)C1 (stereo unspecified) | -1
CCCc1cc(C(=O)O)c2ccccc2n1 | 0.37
COc1ccc(CCNC(=O)c2nnn(-c3cc(C)cc(C)c3)c2N)cc1OC | 0.028
CCCSc1nnc(C(C)C)n1N | -0.66
CSc1nsc(SC)c1NC(=O)OCCc1ccccn1 | 0.012
COc1ccc(C(=O)N2CC3(CC(c4cccc([N+](=O)[O-])c4)=NO3)C[C@H]2C(=O)NCC(N)=O)cc1 (stereo partly specified) | 0.2
CCCOc1ccc(C2C(=O)N(C3CCCCC3)CC(=O)N2C2CC2)cc1OC (stereo unspecified) | -2.2
COc1cc(S(=O)(=O)N2CCN(Cc3ccc4c(c3)OCO4)CC2)c(C)cc1C | -1.7
O=C(NNC(=S)NC(=O)c1ccccc1[N+](=O)[O-])c1ccccc1[N+](=O)[O-] | -0.19
O=C1CCN(CCc2ccccc2)CCN1CCSc1ccc(Br)cc1 | -0.013
CCOC(=O)N1CCN(C(=O)CN(c2ccc3c(c2)OCO3)S(C)(=O)=O)CC1 | 0.54
CCn1c(Cc2ccccc2)nnc1SCC(=O)Nc1ccccc1 | 0.075
COc1ccc(/C=N/O)cc1COc1ccc(NC(C)=O)cc1 | -0.39
Cc1ccccc1OCc1nnc2n1CC(C)S2 (stereo unspecified) | 0.24
CCOC(=O)COc1c(OC)cc(Cl)cc1C1Nc2ccccc2C(=O)N1c1ccc(F)cc1 (stereo unspecified) | -2.9
CCOC(=O)N1CCN(c2cc(=O)n(Cc3ccc(F)cc3)c(=O)[nH]2)CC1 | 0.42
Cn1c(NC(=O)C(C)(C)Oc2ccc(Cl)cc2)cc(=O)n(C)c1=O | -0.022
CCN1CCN(c2ccc(NC(=O)c3cccc4ncccc34)cc2)CC1 | -0.14
c1ccc(CCn2c(SCc3ccccc3)nnc2-c2ccncc2)cc1 | -0.16
O=C1CC(N2CCCCC2)C(=O)N1c1ccccc1 (stereo unspecified) | 0.53
N#CC1(Cc2ccccc2)c2ccccc2C=CN1C(=O)c1ccccc1 (stereo unspecified) | -1.9
CCOCC(=O)Nc1nc2ccc(OCC)cc2s1 | 0.94
Cc1cc(=O)oc2cc(OCC(=O)N3CCOCC3)ccc12 | -0.017
Cc1cccc(C)c1NC(=O)C(NC=O)c1ccccc1 (stereo unspecified) | 0.21
COc1ccc2[nH]c(=O)c(CN(C(=O)NC3CCCCC3)C3CCCC3)cc2c1 | -1.8
CSC(=Nc1ccccc1)C1=C(O)COC1=O | -0.26
Clc1ccccc1-c1nnc2sc(-c3ccccn3)nn12 | -0.3
COc1cc2c(cc1OC)-c1cc(OCc3ccccc3Cl)nc(=O)n1CC2 | -0.75
CC1Sc2ccc(C(=O)O)cc2NC1=O (stereo unspecified) | 0.13
Cc1ccc2nc(C3CCN(C(=O)c4ccco4)CC3)[nH]c2c1 | 0.24
Cc1cccc(N2CCN(Cc3c(C)n(C)n(-c4ccccc4)c3=O)CC2)c1C | -0.059
Cc1nn(Cc2ccc(Cl)c(Cl)c2)c(C)c1NC(=O)c1cc(-c2ccc3c(c2)OCO3)on1 | -2.6
CC(=O)Nn1cc2c(c1-c1ccccc1)c(=O)n(C)c(=O)n2C | 0.3
O=C(Oc1ccc(/C=N/Nc2ccccc2)cc1)c1ccccc1 | -0.5
C=C(C)c1cccc(C(C)(C)NC(=O)N2CCCCC2CC)c1 (stereo unspecified) | -4.5*
O=C(NC1CCN(C(=O)NCc2ccccc2)CC1)c1ccco1 | 0.43
COc1cccc(-c2nnn(CC(=O)Nc3ccc(C)cc3C)n2)c1OC | 0.071
CC(C)(C)c1ccc(S(=O)(=O)N2CC(=O)Nc3ccccc32)cc1 | 0.065
CCC1CCCCN1c1nc(-c2ccncc2)nc2ccccc12 (stereo unspecified) | -2.1

Carrying on.
SMILES | Cav32 inh
CCCCn1nc(NC(=O)c2cccs2)c2cc3ccccc3nc21 | -4*
CCCn1c(=S)[nH]c2cc(C(=O)N3CCCC(C(=O)OCC)C3)ccc2c1=O (stereo unspecified) | -2.9
Cc1cc2c(cc1C)N(C(=O)CSC1=NCCS1)C(C)(C)c1ssc(=S)c1-2 | -2.5
COc1cccc2cc(C(=O)N3C(C)CCCC3C)c(=O)oc12 (stereo unspecified) | -0.065
O=C(NCc1ccco1)C1CCN(S(=O)(=O)c2cccc3cccnc23)CC1 | 0.1
O=C(Nc1ccc2c(c1)OCO2)C1CCCN1C(=O)OCc1ccccc1 (stereo unspecified) | -0.22
COC(=O)C1=C(CSc2nc3c(cc2C#N)CN(C)CC3)OC(N)=C(C#N)C1c1ccc(F)cc1 (stereo unspecified) | 0.014
COc1ccc2[nH]c(=O)c(CN(CCc3cccc(C)c3)C(C)=O)cc2c1 | 0.22
O=C(CN1C(=O)c2ccccc2C1=O)N1CCOCC1 | -0.25
Cc1cc2n(n1)C(c1c[nH]c3ccccc13)Nc1ccccc1-2 (stereo unspecified) | -0.38
COc1ccc(S(=O)(=O)N2CCCC(C(=O)NCc3ccncc3)C2)cc1Cl (stereo unspecified) | -0.051
CC(O)C(=O)NCCOCCOCCNC(=O)C(C)O (stereo unspecified) | 0.35
CCC(=O)Nc1cccc(C2=NOC3(C2)C[C@@H](C(N)=O)N(C(=O)CC)C3)c1 (stereo partly specified) | 0.48
COc1cc(NC(=O)c2ccc(F)cc2)c(OC)cc1Cl | -1.4
O=C1NCCCC1C(=O)Nc1ccccc1C(F)(F)F (stereo unspecified) | -0.064
COc1ccccc1CNc1ncnc2c1cnn2-c1ccccc1 | -2.8
